# Hsp70 activator: transcriptional activators of Hsp70 | HeLa Hsp70 promoter luciferase reporter, luminescence; scaled: vehicle 0, proteasome-inhibitor control 100% | activation, % at 10 µM | 200,000 compounds, 0.04% hits | AID 1203;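 active = activation above the mean across all tested compounds plus 3 SD, cutoff set per campaign, cut at about 5.5% in these data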;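 note: 100% = MG132 at 30 µM as the positive control and 0% = DMSO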
# TLR4-MyD88 BLA: inhibitors of human TLR4-MyD88 binding. O00206+Q99836. HeLa CL3-4 TLR4/MyD88 BLA complementation, FRET ratio. inhibition, % at 8.4 µM. 200,000 compounds, 0.18% hits; in the data active = inhibition above about 25%;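 note: 0% = vehicle and 100% = reference inhibitor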
# Target sequence (O00206 whole entry, looked up): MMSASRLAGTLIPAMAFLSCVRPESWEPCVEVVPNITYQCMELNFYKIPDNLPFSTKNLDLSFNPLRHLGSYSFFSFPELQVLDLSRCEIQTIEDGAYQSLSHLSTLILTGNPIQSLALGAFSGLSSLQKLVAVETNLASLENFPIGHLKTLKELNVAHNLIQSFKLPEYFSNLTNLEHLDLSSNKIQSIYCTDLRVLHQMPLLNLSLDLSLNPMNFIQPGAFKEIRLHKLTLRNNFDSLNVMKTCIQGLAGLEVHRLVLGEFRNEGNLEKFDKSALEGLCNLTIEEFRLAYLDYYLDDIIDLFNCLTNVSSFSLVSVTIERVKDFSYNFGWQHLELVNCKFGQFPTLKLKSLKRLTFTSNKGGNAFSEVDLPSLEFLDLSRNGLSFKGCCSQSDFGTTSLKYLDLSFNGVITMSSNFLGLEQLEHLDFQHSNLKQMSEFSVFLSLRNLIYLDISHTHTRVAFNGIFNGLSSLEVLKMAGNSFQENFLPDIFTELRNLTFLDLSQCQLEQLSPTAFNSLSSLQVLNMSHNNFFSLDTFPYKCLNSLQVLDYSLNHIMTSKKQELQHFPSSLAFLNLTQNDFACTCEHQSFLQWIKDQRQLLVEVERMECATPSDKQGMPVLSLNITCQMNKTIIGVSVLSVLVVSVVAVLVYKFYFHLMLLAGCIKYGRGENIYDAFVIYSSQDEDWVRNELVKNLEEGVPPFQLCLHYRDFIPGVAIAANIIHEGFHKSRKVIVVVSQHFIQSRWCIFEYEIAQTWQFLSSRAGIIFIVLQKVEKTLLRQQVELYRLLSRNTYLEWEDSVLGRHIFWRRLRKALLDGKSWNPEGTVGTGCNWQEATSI
# Target sequence (Q99836 whole entry, looked up): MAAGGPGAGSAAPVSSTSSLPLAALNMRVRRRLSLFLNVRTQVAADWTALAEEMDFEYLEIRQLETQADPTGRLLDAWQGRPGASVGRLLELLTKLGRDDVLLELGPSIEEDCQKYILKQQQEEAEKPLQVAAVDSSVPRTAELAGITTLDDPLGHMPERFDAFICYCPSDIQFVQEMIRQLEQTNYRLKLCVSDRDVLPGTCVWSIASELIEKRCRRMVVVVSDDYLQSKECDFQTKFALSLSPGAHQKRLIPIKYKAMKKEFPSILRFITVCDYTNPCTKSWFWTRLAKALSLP
# STAT1 blocker: reduces IFN-gamma driven STAT1 reporter signal; AID 920; NIH 3T3 STAT1-luciferase reporter, luminescence; 200,000 compounds, 0.35% hits; inhibition, % at 5.5 µM;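 active = inhibition above a set limit, the mean inhibition across all tested compounds plus 3 SD, cut at about 34% in these data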;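 note: 0% = IFN-gamma with DMSO and 100% = IFN-gamma with 300 µM nifuroxazide; values of inactives mirror those of a sister screen read the other way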
# STAT1 activator: increases IFN-gamma driven STAT1 reporter signal | 200,000 compounds, 2.6% hits | NIH 3T3 STAT1-luciferase reporter, luminescence; 100% = IFN-gamma alone, no compound | activation (% of control), % at 5.5 µM;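 active = activation above the screen-wide mean activation plus 3 SD, cut at about 130% in these data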;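 note: raw ratio to IFN-gamma control signal so 100% means no change and 0% no light; values of inactives mirror those of a sister screen read the other way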
# HMGR II inh: blocks class II HMG-CoA reductase of Enterococcus faecalis | inhibition, % at 10 µM | 190,000 compounds, 0.41% hits | AID 1066 | purified E. faecalis HMGR, NADPH absorbance 340 nm kinetic;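 active = inhibition above a set limit, the median over all tested compounds plus 3 SD, cut at about 9.5% in these data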;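 note: enzyme runs in reverse so mevalonate oxidation gives rising NADPH absorbance; 0% = complete reaction with DMSO and 100% = background rate lacking mevalonate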
# Redox H2O2 prof: compounds producing H2O2 with reducing agent – biochemical, NIH compound library profiling, artefact control for MLSCN library redox annotation, primary screen; DTT-dependent redox cycling H2O2, phenol red/HRP absorbance; 100% = 100 µM peroxide control, 0% = buffer; activation, % at 10 µM; 200,000 compounds, 0.03% hits; AID 878;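 active = activation of at least 50% relative to the plate's high and low controls in the primary single-dose screen; inactive = activation below 50%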;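 note: compound incubated with DTT at 0.8 mM final as the reducing agent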
# STAT3 activator: activators of IL-6 induced STAT3 signaling. 190,000 compounds, 0.91% hits. AID 871. U3A cells, IL-6 STAT3-luciferase reporter, luminescence; 100% = signal with IL-6 EC80 alone. activation (% of control), % at 5.6 µM;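 active = activation above the screen-wide mean of compound activation plus 3 SD, cut at about 130% in these data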;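 note: 0% = background luminescence of wells with medium and substrate only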
#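 Material: human STAT1-deficient U3A cells with stable STAT3-luciferase reporter / Probe or stimulus: IL-6 stimulus at 33 ng/mL final / Schedule: 1 h compound pre-exposure, 6 h IL-6 stimulation, 37 °C / Technique: luminescence / Read-out basis: percent of IL-6-only median luminescence / Control set: IL-6-only high control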
# STAT3 blocker: STAT3 signaling inhibition; AID 862; inhibition, % at 5.5 µM; 190,000 compounds, 0.89% hits; U3A cells, IL-6 STAT3-luciferase reporter, luminescence; host cell line lacks STAT1;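 active = inhibition above the mean inhibition across all screened compounds plus 3 SD, cut at about 44% in these data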;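 note: 0% = DMSO only wells and 100% = 100 µM nifuroxazide control wells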
# APP 5'UTR act: activates APP 5'UTR luciferase reporter; SH-SY5Y APP 5'UTR luciferase reporter, luminescence; zero percent = DMSO vehicle wells; activation, % at 2 µM; 190,000 compounds, 1% hits; AID 1276;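 active = activation above a set limit, based on mean plus 3 SD of controls, cut at about 140% in these data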; note: values of inactives mirror those of a sister screen read the other way
# NF-kB expr up: compounds increasing NF-kB expression in human neuronal cells. NF-kB reporter expression; hits give high values. fold change at 12.5 µM. 190,000 compounds, 1.6% hits; in the data active = fold change above about 3.3
# An asterisk follows results filed as active; · = no result given.
# Each structure is followed by: STAT1 activator	TLR4-MyD88 BLA	NF-kB expr up	STAT3 blocker	Redox H2O2 prof	APP 5'UTR act	Hsp70 activator	HMGR II inh	STAT3 activator	STAT1 blocker
- COc1cccc(OC)c1C(=O)N=c1sc2cc(S(C)(=O)=O)ccc2n1C
→ 94	11	0.86	11	-1.9	22	0.0	-9	96	5
- O=C(NCCc1nc2ccccc2[nH]1)/C(=C/c1ccco1)NC(=O)c1ccco1
→ 95	-3	0.96	4	-0.2	-10	-0.3	1	98	5
- CC(=O)Nc1nonc1NC(=O)COc1ccccc1
→ 106	-2	1.1	-2	-0.4	1	1.2	-2	107	-7
- OC1CN=C2C=CC=CN2C1 (stereo not drawn)
→ 98	-17	1	-2	-3.3	-4	0.0	0	104	2
- Cc1ccc(CNc2oc(-c3cccs3)nc2C#N)cc1
→ 102	-9	1.3	6	1.4	2	-0.1	-2	97	-3
- O=C(CN1CCSCC1)c1c[nH]c2ccccc12
→ 87	-5	0.98	-21	-16	2	-0.5	-2	125	14
- COc1ccc(/C=C/C(=O)OCn2c(SC)nnc(C)c2=O)cc1OC
→ 92	5	1.3	14	-0.4	-9	0.2	-4	98	8
- S=C(Nc1ccc(Oc2ccccc2)cc1)N1CCN(c2ccccn2)CC1
→ 100	9	0.95	14	-0.5	-15	-0.1	-6	93	-1
- O=C(NN(c1ccccc1)c1ccccc1)c1ccc([N+](=O)[O-])o1
→ 93	7	3.5*	12	-0.3	18	-0.1	-3	94	7
- COC(=O)c1[nH]c2ccccc2c1NC(=O)CN1CCC(C(N)=O)(N2CCCCC2)CC1
→ 100	-8	0.4	-15	0.3	-26	0.4	0	114	0
- CCCCN(CCCC)CC(O)COc1ccccc1Br (stereo not drawn)
→ 95	14	1	4	0.0	-8	-0.2	-6	99	5
- O=C(CCNS(=O)(=O)c1ccc(Br)s1)NCc1ccccc1Cl
→ 96	2	1.1	19	-0.2	5	0.7	-6	93	4
- O=C(O)C1C2C=CC(C2)C1C(=O)N1CCN(CCO)CC1 (stereo not drawn)
→ 93	-9	1.4	-5	-3.9	2	0.2	-5	105	7
- Cc1ccc(/C=C(\NC(=O)c2ccccc2)C(=O)NC(Cc2ccccc2)C(=O)O)cc1 (stereo not drawn)
→ 93	-6	1	2	-0.3	-11	-0.1	-2	97	8
- O=C(CSc1nc2ccccc2s1)N1c2ccccc2Sc2ccccc21
→ 98	4	3.1	-19	1.4	2	-0.1	-1	120	2
- CCn1c(SCC(=O)N2c3ccccc3Sc3ccccc32)nnc1-c1ccco1
→ 94	-3	1.5	4	4.8	-26	-0.6	3	99	6
- COc1ccc(C)cc1NC(=O)c1nnn(CCc2ccccc2)c1N
→ 101	4	0.98	12	-0.6	-17	0.1	-4	97	-1
- CC(=O)c1cccc(NC(=S)NCCCCc2ccccc2)c1
→ 91	3	1.1	-5	0.9	7	-0.3	-1	104	10
- O=C(CC1(O)C(=O)Nc2ccccc21)c1cccc(Br)c1 (stereo not drawn)
→ 96	-9	1.5	4	0.2	-5	-0.4	-2	97	5
- CC(C)Sc1nnc(NC(=O)CCc2ccccc2)s1
→ 108	-5	1.4	5	-1.6	3	-0.2	-1	98	-9
- FC(F)(F)c1cccc(NC(=S)N2CCCCCC2)c1
→ 104	-1	1	9	-0.2	-20	-0.2	-7	99	-7
- CCOC(=O)N1CCN(c2c(NCc3ccccc3OC)c(=O)c2=O)CC1
→ 97	1	0.87	0	-0.6	7	-0.2	-6	107	4
- COC(=O)c1cccc(NC(=O)c2nn(C(C)C)c(=O)c3ccccc23)c1
→ 104	-2	0.64	17	-0.9	6	0.0	0	90	-4
- O=C(OCc1nnc(-c2ccc(Cl)cc2)o1)C12CC3CC(CC(O)(C3)C1)C2
→ 138*	1	1.1	-20	-1.9	53	0.2	-6	117	-40
- O=C(c1ccc(Cn2c(=O)[nH]c3ccccc3c2=O)cc1)N1CCN(c2ccc(F)cc2)CC1
→ 98	4	0.39	12	0.7	-2	-0.5	-4	93	2
- CC12CN3CCN(CC(C3)/C1=N\NC(=O)Nc1cccc(Cl)c1)C2
→ 112	-5	1.4	-8	-0.4	11	0.0	-3	109	-14
- O=C(Nc1nccs1)c1cc2sccc2n1Cc1ccc(Cl)cc1
→ 97	-18	1.4	12	-0.5	-10	0.1	2	97	3
- O=C(Oc1ccc2ccccc2c1Br)N1CCCCCC1
→ 135*	6	2.4	1	1.2	172*	-0.1	-4	100	-38
- NC(=O)C1CCN(C(=O)COc2ccc3ccccc3c2)CC1
→ 102	-10	1.4	2	4.3	-21	-0.2	-3	100	1
- O=C1CCCC2=C1C(c1ccc(OS(=O)(=O)c3ccc(Cl)cc3)cc1)C1=C(CCCC1=O)O2
→ 93	7	1.2	-8	-5.5	-10	-0.1	-1	107	8

# Following part.
# Each structure is followed by: STAT1 activator	TLR4-MyD88 BLA	NF-kB expr up	STAT3 blocker	Redox H2O2 prof	APP 5'UTR act	Hsp70 activator	HMGR II inh	STAT3 activator	STAT1 blocker
- CC(=O)C1=C(C)NC(SCC(=O)Nc2nccs2)=C(C#N)C1c1ccccc1Cl (stereo not drawn)
→ 120	9	0.8	-2	-0.3	·	-0.3	4	102	-22
- COc1cc(-c2nnc(COC(=O)c3c4c(nc5ccccc35)CCCC4)o2)cc(OC)c1OC
→ 84	-6	0.95	14	-4.8	-1	-0.3	2	96	17
- Cc1ccn(CC(=O)N/N=C/c2cc([N+](=O)[O-])ccc2O)n1
→ 100	1	0.74	14	-0.1	-11	-0.2	-5	90	0
- COC(=O)c1nnn(-c2nc(N(C)C)nc(N(C)C)n2)c1C
→ 98	0	1.1	25	-1.3	-12	-0.4	-4	81	1
- CC1OC2(C)OC(=N)C1(C#N)C(C#N)(C#N)C2c1ccccc1 (stereo not drawn)
→ 95	-10	1	6	-0.7	2	-0.5	-8	95	6
- CC1CCCN(C(=O)Cc2ccc(F)cc2)C1 (stereo not drawn)
→ 104	3	0.98	5	0.2	·	-0.1	-9	99	-6
- CC1(C(=O)OCC(=O)Nc2ccccc2)CC1(Cl)Cl (stereo not drawn)
→ 113	11	0.86	9	-2.2	1	-0.2	-6	98	-16
- O=C(COC(=O)c1ccccc1-c1ccccc1[N+](=O)[O-])c1ccccc1
→ 103	8	1.1	12	-1.1	-8	-0.4	-12	93	-5
- CCN(CCn1cccn1)C(=O)CCc1nnc(CCCc2ccccc2)o1
→ 147*	1	4.1*	-19	-0.3	67	0.0	-2	118	-53
- COc1ccc(NC(=O)CCC(=O)OCc2ccc([N+](=O)[O-])cc2)cc1
→ 105	-3	0.96	2	-0.1	9	-0.3	3	102	-8
- COc1cccc(-c2cc(C(=O)N3CCN(c4ncccn4)CC3)c3ccccc3n2)c1
→ 95	7	0.48	9	-1.5	0	0.3	2	97	4
- CCOc1ccccc1NC(=O)C1CCCN(S(=O)(=O)c2cccc3cccnc23)C1 (stereo not drawn)
→ 98	-7	0.78	8	-0.4	10	-0.3	1	98	3
- CCC(c1nc2ccccc2c(=O)n1CCN1CCOCC1)N1C(=O)c2ccccc2C1=O (stereo not drawn)
→ 102	-8	1.2	5	-0.2	1	-0.3	2	101	-2
- CCc1cccc(CC)c1NC(=O)C(NS(=O)(=O)c1cccs1)c1ccccc1 (stereo not drawn)
→ 102	2	0.94	5	0.2	1	-0.4	-1	100	-2
- Cc1cccc(N(CC(=O)NC2CCCCC2)C(=O)CCCC(=O)Nc2ccccn2)c1
→ 100	-4	0.67	-7	0.8	-7	-0.1	-9	107	0
- CCn1cc(C(=O)NNC(=O)c2ccc(Cl)cc2)c(=O)c2ccc(C)nc21
→ 111	3	1	6	-0.7	20	-0.1	-8	98	-14
- Cc1cc(NC(=O)CSc2nnnn2-c2ccccc2)no1
→ 97	6	1.5	8	-0.1	16	-0.1	-6	98	3
- COc1ccc(/C=N/NC(=O)CSc2nnc(C)n2-c2ccccc2)c(OC)c1OC
→ 93	5	0.81	23	0.0	8	-0.2	-5	82	8
- COc1ccc(/C(C)=N\NC(=O)CSc2nnc(C)s2)cc1
→ 93	-10	1.1	-19	0.3	15	-0.6	-9	112	7
- Cc1cc(Cl)c(S(=O)(=O)NC2CCCC2)cc1OCC(=O)NC1CCCCC1
→ 92	-11	0.4	30	1.0	-3	-0.4	2	76	9
- COCCn1nnnc1C(c1cccc(C(F)(F)F)c1)N1CCOCC1 (stereo not drawn)
→ 99	8	1.3	-8	0.1	13	-0.3	-8	108	1
- Cc1cccc(N2CC(C(=O)Nc3ccc(S(=O)(=O)N4CCOCC4)cc3)CC2=O)c1 (stereo not drawn)
→ 97	7	1.1	1	-0.1	20	-0.2	-3	104	2
- CCCn1c(SCC(N)=O)nnc1C(C)C
→ 100	3	1.3	12	1.8	9	-0.1	-11	94	0
- CCc1ccccc1OCCCCN1CCCC1
→ 95	5	0.98	15	2.4	-9	-0.1	-6	90	5
- COC(=O)c1sc2ncccc2c1OCc1c(Cl)cccc1Cl
→ 95	-5	1.1	11	2.8	·	-0.5	-2	96	6
- N#Cc1ccccc1Cn1c(-c2cscn2)nc2ccccc21
→ 91	-13	0.95	15	0.5	15	-0.2	-5	89	10
- COc1ccc(CCNC(=O)c2nc3ncccn3n2)cc1OC
→ 92	0	1.2	0	-0.1	7	-0.4	1	103	3
- CC1=NN(C(N)=S)C(=O)C1N=Nc1cccc2ccccc12 (stereo not drawn)
→ 118	4	1.7	-16	0.0	16	-0.1	7	114	-21
- CCCCn1c2c(c3ccccc31)CCc1nonc1-2
→ 97	6	·	-10	-0.4	2	-0.2	·	113	3
- CCN1CCN(C(=O)C2c3cc(OC)c(OC)cc3C(=O)N3CCc4ccccc4C23)CC1 (stereo not drawn)
→ 100	-12	0.97	2	-0.4	7	-0.2	1	101	0

# More results:
# Each structure is followed by: STAT1 activator	TLR4-MyD88 BLA	NF-kB expr up	STAT3 blocker	Redox H2O2 prof	APP 5'UTR act	Hsp70 activator	HMGR II inh	STAT3 activator	STAT1 blocker
- O=C1NN(c2ccc(F)c(Cl)c2)C(=O)/C1=C\c1cccc(OC(=O)c2cccs2)c1
→ 102	-9	1.1	-14	0.7	8	-0.2	-7	117	-2
- COc1cc(-c2nc(Cc3ccccc3Cl)no2)cc(OC)c1OC
→ 90	0	0.81	9	1.9	9	0.2	0	96	11
- O=C(N/N=C/c1ccc([N+](=O)[O-])s1)c1ccccc1Br
→ 83	-4	0.39	22	1.0	-38	-0.4	4	84	19
- O=C1CN(C(=O)COC(=O)CNC(=O)c2ccc(Br)o2)c2ccccc2N1
→ 104	11	1.2	-11	0.1	-18	0.0	-1	114	-3
- Cc1nc(P(=O)(c2ccccc2)c2ccccc2)c(N2CCOCC2)o1
→ 97	4	0.91	-15	0.3	-1	-0.3	-1	118	4
- Cc1noc(C)c1C(=O)NCc1ccccc1
→ 97	1	1.1	2	0.3	4	-0.4	-1	105	3
- CCC(Sc1ccccc1C(=O)O)C(=O)O (stereo not drawn)
→ 100	-9	1.2	2	0.3	-18	-0.5	3	105	0

# Compound activity: PubChem, several laboratories
